Screening data as filed in PubChem BioAssay.
ALOX12 inh: Primary qHTS assay for inhibitors of human arachidonate 12S-lipoxygenase (ALOX12): Round 2 | purified 12hLO, xylenol orange hydroperoxide absorbance | AID 1671190, 2021 | Potency, µM (series often up to 108 µM), inactives show at the highest dose activity change, negative = inhibition, most hits filed as inhibitors | Polyunsaturated fatty acid lipoxygenase ALOX12 (Homo sapiens), P18054 | hit rate 1.1% among 580,000; active means well fitted inhibition curve with a large enough effect; inconclusive means small, poorly fitted or top-dose-only effect, or another doubt; inactive means no such curve, though single readings can be large or run the other way
Target sequence (P18054 whole entry, looked up): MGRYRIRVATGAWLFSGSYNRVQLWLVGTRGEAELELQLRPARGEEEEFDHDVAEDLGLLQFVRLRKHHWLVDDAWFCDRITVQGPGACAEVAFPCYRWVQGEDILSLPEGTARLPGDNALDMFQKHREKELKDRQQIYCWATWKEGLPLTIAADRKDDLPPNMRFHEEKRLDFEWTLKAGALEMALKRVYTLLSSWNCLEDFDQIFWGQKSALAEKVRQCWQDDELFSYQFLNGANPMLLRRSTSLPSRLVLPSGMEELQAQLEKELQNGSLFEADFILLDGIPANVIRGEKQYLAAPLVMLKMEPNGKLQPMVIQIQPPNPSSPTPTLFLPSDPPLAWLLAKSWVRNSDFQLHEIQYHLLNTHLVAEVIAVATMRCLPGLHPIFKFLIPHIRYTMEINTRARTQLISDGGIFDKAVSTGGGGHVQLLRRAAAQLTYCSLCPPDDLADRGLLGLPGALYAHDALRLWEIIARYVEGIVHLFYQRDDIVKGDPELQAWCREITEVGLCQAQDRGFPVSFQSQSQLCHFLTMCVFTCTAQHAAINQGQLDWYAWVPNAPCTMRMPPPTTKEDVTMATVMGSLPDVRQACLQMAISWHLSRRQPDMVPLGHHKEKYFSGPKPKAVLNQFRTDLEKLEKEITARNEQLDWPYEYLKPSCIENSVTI
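Hydroperoxide product was detected by ferrous iron/xylenol orange as the 573 to 405 nm absorbance ratio. Arachidonic acid at 40 uM (final) was turned over for 30 min at room temperature by 150 nM human 12hLO, pH 7.0 Hepes buffer, after 15 min compound preincubation.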
* = called active by the depositor; ? = inconclusive; [ ] = another dose, or the depositor's remark. On the % scale 0 is the no-effect control and ±100 the full control effect; potency means the concentration at half of the fitted maximal effect. These rows are one share of the data, so the mix of outcomes need not match the whole.

SMILES	ALOX12 inh
CC(C)N1C[C@H](O)C[C@H]1c1nnc2n1CCN(C(=O)c1ccc3ncccc3c1)CC2	38%[activator]
COC(=O)c1sc(NC(=O)CC[C@H]2NC(=O)c3ccccc3NC2=O)nc1C	22%
COCC(=O)N1CCC2(CC1)SCC(=O)N2c1ccc(OC)cc1	55%[activator]
CCCn1ccc2sc(C)c(C(=O)NC3CCCC3)c2c1=O	-5%
N/C(=N\C(=O)OCc1ccccc1)N(CC#CC1=CCCCC1)CC1CC1	-2%
Cc1ccc(CN(C)C(=O)c2n[nH]c(=O)c3ccccc23)o1	?
CCCOc1cccc(C(=O)Nc2cc(C(C)(C)C)on2)c1	10%
O=C(NC1CCN(c2cc(-c3ccccc3)[nH]n2)C1)c1cccc(F)c1 (centres undefined)	18%
N#Cc1cccc(NC(=O)O[C@@H]2CO[C@H]3[C@@H]2OC[C@@H]3n2nnnc2SC2CCCC2)c1	17%
FC(F)(F)c1cccc(N/N=C/c2cccs2)c1	?
Cc1ccc2cc(CCCl)c(Cl)nc2c1	?
CC(C)c1nc2ccccc2n1CC(=O)N1CCc2c(nc[nH]c2=O)C1	27%

Grouped by structure: the entries above with an NH in an aromatic ring
SMILES	ALOX12 inh
Cc1ccc(CN(C)C(=O)c2n[nH]c(=O)c3ccccc23)o1	?
O=C(NC1CCN(c2cc(-c3ccccc3)[nH]n2)C1)c1cccc(F)c1 (centres undefined)	18%
CC(C)c1nc2ccccc2n1CC(=O)N1CCc2c(nc[nH]c2=O)C1	27%

Remaining list, next part
SMILES	ALOX12 inh
CCOc1cc(=O)n2c(c1C(=O)Nc1cccc(F)c1C)CCCC2	17%
c1ccc(-c2ccc(CNCc3ccncc3)o2)cc1	?
COC(=O)[C@@H](C)NC(=O)[C@H]1CN(C(=O)c2cccnc2)CCN1S(=O)(=O)c1ccccc1	16%
COCCCNC(=O)c1cc(C)nc2ccccc12	19%
Cc1ccc(-c2cccc(CN3C4CCC3CN(C(=O)c3ccncc3)C4)c2)c(C)c1	2%[6.33 µM]
COc1cc(NC(=O)c2ccc3c(c2)N(C)C2CCCN2C3=O)cc(OC)c1 (centres undefined)	?
Cc1nc(C)c(C(=O)N2CC(c3nnc(-c4ccncc4)o3)C3(CCOCC3)C2)s1 (centres undefined)	?
CCCc1nc(-c2ccc(-c3ccc(OC)cc3)nc2OC)no1	64%[activator]
COc1cccc(S(=O)(=O)N2CCCC(c3nc(CCOCC4CC4)no3)C2)c1 (centres undefined)	56%[activator]
COn1c(=O)c(C)[n+]([O-])c2ccccc21	1%
C=C(C)Cn1c(N2CCC(C(N)=O)CC2)nc2c1c(=O)n(C)c(=O)n2C	-3%
Cn1c(=O)c2c(ncn2CC(=O)NC2(C)CCS(=O)(=O)C2)n(C)c1=O (centres undefined)	13%
O=C(O)c1ccc(-c2ccc(F)cc2)cc1	-27%
CCCCN(C)S(=O)(=O)NC1CCCN(c2ncccn2)C1 (centres undefined)	6%
O=C(/C=C/c1ccc(OCc2ccccc2)cc1)c1ccccc1	-6%
CC(COc1cccc(C(F)(F)F)c1)CN1CCC(C(O)(c2ccccc2)c2ccccc2)CC1 (centres undefined)	10%
O=C(c1cccc(-n2cnnc2)c1)N1CCOC(c2ccc(F)cc2)C1 (centres undefined)	24%
O=C(/C=C/c1cccs1)OC(C(=O)c1c[nH]c2ccccc12)c1ccccc1 (centres undefined)	-5%
Cc1ccc(S(=O)(=O)Nc2cccc(NC(N)=O)c2)cc1Cl	?
COc1ccccc1CNC(=O)Nn1cnc2ccccc21	7%
O=C(c1ccncc1)N1C[C@@H]2OCC(=O)N(Cc3ccc(F)cc3)[C@@H]2C1	2%[176 µM]
CNC(=O)[C@H]1C[C@H](Oc2cccnc2)CN1S(=O)(=O)c1cccc(OC)c1	30%
CC(=O)NCCCNC(=O)c1cc2ccccc2[nH]1	20%
CC1(C(=O)NC2CCOCC2)CCCc2cnc(Nc3ccccc3)nc21 (centres undefined)	4%[176 µM]
CN(C)C[C@H]1C[C@@H](CO)CN(C(=O)c2ccccc2OC(F)(F)C(F)F)C1	19%
CCCn1nc(C(=O)N2CC(C(=O)N3CCOCC3)Oc3ccccc32)c2ccccc2c1=O (centres undefined)	21%
CNC(=O)[C@@H]1CN(C(=O)c2ccc(Br)o2)C[C@H]1c1n[nH]c(C)n1	44%[activator]
O=C(Nc1ccc(-n2cncn2)nc1)C1CCCCC1	-1%
CC(NC(=O)C12CC3CC(CC(C3)C1)C2)c1cccs1 (centres undefined)	-34%
Cc1ccc(NC(=O)N2C[C@@H](F)C[C@H]2C(=O)N2CCc3ccccc3C2)cc1Cl	0%
O=c1[nH]ccn1C1CCN(Cc2cncs2)CC1	34%[activator][176 µM]
CCCCNC(=O)c1cc2cc(C)ccc2[nH]1	41%[activator]
CCOc1ccc(CCNC(=O)c2noc(C)c2Cn2nc(C)cc2C)cc1OCC	6%
Cc1ccc(N=C2NN=C(c3ccc4c(c3)CC(C)N4S(C)(=O)=O)CS2)c(C)c1 (centres undefined)	-10%
O=C(O)c1ccc(C2CCCN(C(=O)c3cccc(N4CCOCC4)c3)C2)cc1 (centres undefined)	10%
CCCNc1c(NC(=O)Nc2ccccc2OCC)c(=O)oc2ccccc12	?
c1ccc(CCCNc2nc(Nc3ccccc3)c3nccnc3n2)cc1	7%
O=C(c1cccs1)N1CCCn2cc(-c3ccccc3F)nc21	66%[activator]
CN1C[C@@H]2CCCN3CCC[C@@H]([C@H]23)[C@H]1CCCC(=O)NCCC1=CCCCC1	71%[activator]
Fc1ccc(/C=C2\CCCC3=C2N=C2SC=C(c4ccccc4)N2C3c2ccc(F)cc2)cc1 (centres undefined)	22µM*
O=C(Cc1c[nH]c2ccccc12)N1CCN(C(=O)NC2CCCC2)CC1	-23%
CCOc1ccc(C(=O)Nc2ccc(O)c(-c3nc4ccccc4o3)c2)cc1Br	-7%
Cc1ccc(C(=O)N[C@@H]2CN(Cc3ccncc3)C[C@H]2CN(C)C)cc1C	78%[activator]
COc1c(C)cc(C)cc1CN1CCC2(CC1)C(C(=O)O)CC(=O)N2C (centres undefined)	11%
Cc1nc(SCc2ccccc2)[nH]c(=O)c1CCC(=O)N1CCCCC1	2%
CCCCCCN(CCC(=O)NCCC)C(=O)c1ccoc1	35%[activator]
O=C(COc1ccccc1)Nc1ccc2c(c1)CN(CCc1ccc(F)cc1)C(=O)CO2	5%
Cc1ccc2c(C(=O)NCCN3CCCCC3)cc(NC(=O)C(C)C)cc2n1	34%[activator]
CCC1CCC(NC(=O)c2ccncc2)CC1 (centres undefined)	-4%
Cc1cnc(C(=O)N2CCCN(S(=O)(=O)c3ccccc3)CCC(=O)NCC2)cn1	9%
COc1cc(NC(=O)Cn2c(C)cc3nc4n(c(=O)c32)CCCC4)cc(OC)c1	-14%
COCCC(=O)N1CCc2oc(C)c(C(=O)N(C)C)c2C1	12%
COc1ccc(-c2nc(C3CC3)nc3c2CCN([S+](=O)([O-])c2cccc(C(F)(F)F)c2)CC3)cc1	5%[6.33 µM]
CN(C)C(=O)c1n[nH]c2c1CN(C(=O)c1ccc(Br)cc1)CC2	42%[activator]
COc1cccc(NC(=O)c2cc3c(=O)n4ccccc4nc3n2C)c1	-16%
COc1ccc(/C=C/C(=O)CC(=O)c2cc(Cl)ccc2O)cc1	?
CC(C)S(=O)(=O)N1CC(Oc2ccc(-c3noc(C4CCOCC4)n3)cc2)C1	60%[activator]
COc1ccc(OC)c(CN2CCCn3nc(C)c(-c4cnccc4C)c32)c1	1%[176 µM]
N#Cc1ccccc1COc1ccc(C(=O)c2ccc(F)cc2)cc1	0%
Cc1ccc(C(C)C)c(OCC(=O)Nc2ccc3c(c2)nc(CCn2nc(C)cc2C)n3C)c1	7%

Random excerpt: five records from the list, in no set order.
SMILES	ALOX12 inh
COc1ccc(-c2nc(C3CC3)nc3c2CCN([S+](=O)([O-])c2cccc(C(F)(F)F)c2)CC3)cc1	5%[6.33 µM]
Cc1cnc(C(=O)N2CCCN(S(=O)(=O)c3ccccc3)CCC(=O)NCC2)cn1	9%
Cc1ccc(C(C)C)c(OCC(=O)Nc2ccc3c(c2)nc(CCn2nc(C)cc2C)n3C)c1	7%
COc1ccc(/C=C/C(=O)CC(=O)c2cc(Cl)ccc2O)cc1	?
N#Cc1ccccc1COc1ccc(C(=O)c2ccc(F)cc2)cc1	0%

Next section
SMILES	ALOX12 inh
O=C(Cc1n[nH]c(=O)c2ccccc12)N(Cc1ccccc1)c1nc2c(s1)CCCC2	?
CCN(C1CCOCC1)C1CN(C(=O)c2c(C)noc2C)C1	19%
CC(C)(C)n1nnnc1SCC(=O)N1N=C(c2cc3ccccc3o2)CC1c1ccco1 (centres undefined)	?
CC(C)C(C)(C#N)NC(=O)CC1CC2CCC1C2 (centres undefined)	1%
Cc1[nH]c2ccccc2c1CC(=O)NCc1cn2ccccc2n1	8%
O=C1NC2(CCN(Cc3ccccc3)C2)COc2ccccc21 (centres undefined)	40%[activator][176 µM]
COC1CCN(CC2CCCCCN2C(=O)c2cc(F)ccc2F)CC1 (centres undefined)	2%
Cc1ccccc1-n1ncc(C(C)NC(=O)c2cc(F)ccc2F)c1C (centres undefined)	?
CS(=O)(=O)N1CCC(C2CCN(C(=O)c3cccc(C#N)c3)C2)CC1 (centres undefined)	?
Clc1ccccc1-c1noc(CSc2nnc(C3CC3)n2-c2ccccc2)n1	-7%
Cc1cc2nc3n(c(=O)c2n1CC(=O)N1CCc2ccccc21)CCCCC3	-2%
COc1ccc(-c2nc(C#N)c(NCC(C)C)o2)cc1	-4%

Molecules listed so far that have a CF3 group:
SMILES	ALOX12 inh
FC(F)(F)c1cccc(N/N=C/c2cccs2)c1	?
CC(COc1cccc(C(F)(F)F)c1)CN1CCC(C(O)(c2ccccc2)c2ccccc2)CC1 (centres undefined)	10%
COc1ccc(-c2nc(C3CC3)nc3c2CCN([S+](=O)([O-])c2cccc(C(F)(F)F)c2)CC3)cc1	5%[6.33 µM]

The list continues:
SMILES	ALOX12 inh
CC(=O)N1CCN(C(=O)C(=O)Nc2cccc3[nH]ccc23)CC1	?
O=C(c1ccccc1)N1CCC2(CC1)NCCc1c2[nH]c2ccccc12	33%
Cc1ccc(O)c(C(=O)N(C)Cc2c(F)cccc2Cl)c1	40µM*
CC(C)NC(=O)NC[C@H]1OC[C@@H](NCc2cnc[nH]2)[C@@H]1O	15%[176 µM]
Cn1cnc(S(=O)(=O)N2CCC(c3noc(-c4ccccc4)n3)C2)c1 (centres undefined)	25%
Cc1cccc(-n2ncc3c2CCCC3NC(=O)CN2CCNC(=O)C2)c1C (centres undefined)	47%[activator]
O=c1[nH]c(=O)n(CCc2ccccc2)c2c1C(C(F)(F)F)(C(F)(F)F)N=C(c1ccco1)N2	?
CC(C)CNC(=O)C(C)SCc1coc(-c2ccc(Cl)cc2)n1 (centres undefined)	?
CC1CCc2nn3ccn(CC(=O)NCc4ccccc4)c(=O)c3c2C1 (centres undefined)	-12%
Cc1ccc(NC(=S)NN)cc1	?
Cc1cccc(CN2CCN(Cn3nc(C)c4ccccc4c3=O)CC2)c1	0%
COCC(=O)Nc1ccc(-c2noc([C@@H]3CCCN3Cc3ccc(F)cc3)n2)cn1	66%[activator][176 µM]

Individual results from the results shown.
ALOX12 inh with CC1CCc2nn3ccn(CC(=O)NCc4ccccc4)c(=O)c3c2C1 (centres undefined) → -12%
ALOX12 inh with Cn1cnc(S(=O)(=O)N2CCC(c3noc(-c4ccccc4)n3)C2)c1 (centres undefined) → 25%
ALOX12 inh with Cc1cccc(-n2ncc3c2CCCC3NC(=O)CN2CCNC(=O)C2)c1C (centres undefined) → 47%[activator]

Remaining list, next part:
SMILES	ALOX12 inh
CCN(CC(=O)NC(=O)NC)C1CC1	1%
COCCNc1oc(-c2ccccc2F)nc1S(=O)(=O)c1ccc2c(c1)OCCO2	2%
Cn1cc(CN2Cc3c(cc(N4CCOCC4)nc3-c3ccc(CO)cc3)C2=O)cn1	?
COc1cccc(-c2noc(CC3CCN(C(=O)c4cc(OC)c(OC)c(OC)c4)CC3)n2)c1	20%
CC(C)N(CCNC(=O)c1cc2cc(F)ccc2[nH]1)C(C)C	?
COCCN1C[C@H]2CN(Cc3nccs3)CCN2C1=O	40%[activator][176 µM]
